# High-throughput results: PubChem BioAssay, Broad Institute
# PAX8 reporter: inhibitors of PAX8 transcriptional activity in RMG-I cells | RMG-I TPO-luciferase reporter, SteadyGlo, 24 h | inhibition, % at 12.6 µM | actives 1.2% (n = 360,000) | AID 652154;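 active = mean replicate inhibition at least 60% with every replicate also reaching 60%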;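 also: luciferase light reporting Pax8 driven TPO promoter activity; plate controls were median of neutral control wells for no effect and mitoxantrone controls for full effect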
# PGC1a acetyl inh: modulators of PGC1a acetylation | U2OS PGC1a acetylation, AlphaScreen anti-acetyl-lysine; with virally co-expressed GCN5 acetyltransferase | inhibition, % at 15.6 µM | actives 0.17% (n = 350,000) | AID 651687;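 active = every replicate shows inhibition of at least 40%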;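 also: 0% = neutral control wells and 100% = positive control wells; some results beyond the cut were filed as inactive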
# LGR2 inh: inhibitors of bursicon-induced Drosophila LGR2 receptor cAMP signaling; HEK293 LGR2, CRE-luciferase, bursicon-stimulated, 4 h; inhibition, % at 9.99 µM; actives 0.35% (n = 380,000); AID 720647;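 active = drop in luminescence signal, shown as inhibition above about 50% in the replicate tests, limit read from the data, passing the limit was not always enough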;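 also: agonist challenge used bursicon conditioned medium at about half maximal strength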
# PglD inh: inhibitors of Campylobacter jejuni PglD acetyltransferase | actives 0.098% (n = 360,000) | inhibition, % at 12.5 µM | purified PglD enzyme, DTNB colorimetric CoA detection; in the data active = inhibition above about 16%, passing the limit was not always enough; also: strong numbers were not always called active
# ERAP1 inh: ERAP1 (human) enzyme inhibition. recombinant ERAP1, Leu-AMC fluorescence, 60 min. inhibition, % at 10.7 µM. actives 0.15% (n = 340,000). AID 652197;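 active = mean replicate inhibition of at least 30%, or all replicates individually reaching that 30% level; inactive = mean below 30% and not every replicate reaching it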;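 also: 0% = neutral control wells and 100% = L-leucinethiol positive control wells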
# Target sequence (Q9NZ08 whole entry, looked up): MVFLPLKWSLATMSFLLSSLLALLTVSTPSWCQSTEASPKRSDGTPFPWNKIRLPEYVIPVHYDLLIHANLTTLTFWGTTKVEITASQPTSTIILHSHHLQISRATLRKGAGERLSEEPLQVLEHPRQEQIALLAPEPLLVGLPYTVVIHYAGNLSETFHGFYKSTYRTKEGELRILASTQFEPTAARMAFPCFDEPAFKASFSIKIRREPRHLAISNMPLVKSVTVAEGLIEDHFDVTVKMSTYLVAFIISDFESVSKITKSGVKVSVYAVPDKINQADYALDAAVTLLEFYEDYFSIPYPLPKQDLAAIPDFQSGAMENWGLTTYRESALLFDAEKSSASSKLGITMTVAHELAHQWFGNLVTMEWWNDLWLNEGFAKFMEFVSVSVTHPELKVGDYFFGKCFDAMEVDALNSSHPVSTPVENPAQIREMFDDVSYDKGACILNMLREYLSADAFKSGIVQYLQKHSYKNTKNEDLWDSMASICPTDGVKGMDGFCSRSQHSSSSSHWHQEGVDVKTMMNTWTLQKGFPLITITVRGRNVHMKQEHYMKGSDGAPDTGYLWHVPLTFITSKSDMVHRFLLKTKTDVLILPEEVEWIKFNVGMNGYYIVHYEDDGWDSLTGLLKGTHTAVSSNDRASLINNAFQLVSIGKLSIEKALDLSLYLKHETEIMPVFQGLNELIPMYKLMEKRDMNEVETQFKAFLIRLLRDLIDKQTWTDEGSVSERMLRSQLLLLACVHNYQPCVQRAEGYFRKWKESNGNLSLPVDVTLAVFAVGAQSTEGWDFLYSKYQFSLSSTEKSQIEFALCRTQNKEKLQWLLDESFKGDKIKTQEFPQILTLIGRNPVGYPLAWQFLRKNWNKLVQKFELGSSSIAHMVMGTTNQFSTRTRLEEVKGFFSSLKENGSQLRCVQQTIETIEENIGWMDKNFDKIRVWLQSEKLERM
# EWS-Fli block: EWS/Fli transcriptional activity inhibition. A673 NR0B1-luciferase reporter, viability-normalised. inhibition, % at 12.6 µM. actives 0.67% (n = 350,000). AID 651661;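 active = mean inhibition of at least 50% after viability correction, with every replicate also passing that limit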;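 also: firefly luciferase signal divided by Alamar Blue viability fluorescence both relative to DMSO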
# S100A4 inh HTS: blocks human S100A4 binding to myosin IIA peptide. S100A4/TAMRA-MyoIIA peptide fluorescence polarization. AID 652163. P26447. inhibition, % at 10.7 µM. actives 0.14% (n = 360,000);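 active = mean inhibition of at least 70% across replicates, with every replicate also reaching that level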
# Target sequence (P26447 whole entry, looked up): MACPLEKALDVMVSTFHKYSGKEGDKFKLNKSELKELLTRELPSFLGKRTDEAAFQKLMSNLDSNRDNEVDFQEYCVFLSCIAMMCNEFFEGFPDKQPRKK
#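 Test system: S100A4 monomer protein. Medium: HEPES buffer with Ca2+, pH 7.2. Reagent: fluorescent myosin IIA peptide, 5 nM. Compound dosing: single-point compound testing. Timing: 5 min between mix addition and reading. Benchmarks: DMSO neutral and TFP positive wells.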
# FN deposition inh: fibronectin deposition inhibition | actives 0.086% (n = 350,000) | AH1F fibroblasts, Alexa488-fibronectin deposition fluorescence, overnight | AID 743247 | inhibition, % at 12.6 µM;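 active = mean inhibition across replicates of 30% or more, regardless of how many single replicates reach that level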;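 also: positive control wells lacked labelled fibronectin entirely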
#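 Material: AH1F fibroblast monolayer depositing Alexa488-labelled fibronectin into matrix | Input: 10000 AH1F cells/well | Medium: DMEM plus 2% serum, read in PBS | Reagent: Alexa488-fibronectin, 24 nM final in well | Compound dosing: One dose per compound, pinned | Schedule: 1 h adhesion, overnight exposure | Measured by: Fluorescence at 485 nm excitation, 525 nm emission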
# Starred values were filed as active, the others as inactive; / = not tested or not shown; & = joins results of further samples.
nr	smiles	PAX8 reporter	PGC1a acetyl inh	LGR2 inh	PglD inh
1	CC(C)NC(=O)Nc1ccc2c(c1)C(=O)N([C@H](C)CO)C[C@H](C)[C@H](CN(C)C(=O)c1ccncc1)OCCCC[C@@H](C)O2	-4	7	2	-1
2	COc1ccc(S(=O)(=O)NCCN2CCNC2=O)cc1OC	14	-2	-7	-2
3	CCC(=O)Nc1ccc(Br)cn1	-1	-4	19	4
4	Cc1ccc(CN2CCN(C(=O)c3cccc4ccccc34)CC2)cc1	-5	-4	1	-11
5	Cn1ccnc1-c1ccc(-c2nccn2C)cc1	2	-15	12	-4
6	CC(=O)N/C(=C\c1ccccc1)C(=O)OCC(=O)c1ccc(F)cc1	11	-6	-13	-1
7	CN1C(=O)c2cc(NS(=O)(=O)c3cccc(F)c3)ccc2OC[C@@H]2O[C@H](CC(=O)NCCN3CCCCC3)CC[C@@H]21	-17	1	6	-1
8	COc1ccc(CN(C)C[C@H]2Oc3c(NS(=O)(=O)c4cccs4)cccc3C(=O)N([C@@H](C)CO)C[C@@H]2C)cc1	/	-6	-9	3

nr	ERAP1 inh	EWS-Fli block	S100A4 inh HTS	FN deposition inh
1	-2	/	1	4
2	1	-10	-2	1
3	-4	-1	-1	-1
4	-1	13	0	0
5	2	-6	-5	-3
6	-3	7	2	/
7	/	-8	/	-7
8	3	-7	12	-2

# The list continues:
nr	smiles	PAX8 reporter	PGC1a acetyl inh	LGR2 inh	PglD inh
9	O=C1Nc2ccc(Br)cc2/C1=N/N=C/C1=C(N2CCOCC2)C(=C\c2ccccc2)/CC1	18	2	/	0
10	Cc1cccc(C(=O)Nc2ccc(C(=O)N/N=C/c3ccco3)cc2)c1	-6	1	-2	-2
11	Cc1ccc(Nc2cnn(C34CC5CC(CC(CC(=O)O)(C5)C3)C4)c(=O)c2Cl)cc1C	/	5	-8	4
12	Cc1onc(-c2ccccc2)c1C(=O)Nc1ccccc1C#N	-7&-20	-7&-1	4&5	2&-3
13	CC(=S)c1c(C)cc2cc(C)ccn12	-15	/	12	/
14	CCCCNC(=S)N1CCN(Cc2ccc3c(c2)OCO3)CC1	7	/	-12	/
15	CC1(C)C2CC[C@]1(C)C(=O)N(CCCCN1CCN(c3ccccn3)CC1)C2=O	7	/	-18	3
16	Cc1nn(Cc2ccccc2)c(C)c1/C=N/NC(=O)c1ccccc1O	-11	-7	-11	/

nr	ERAP1 inh	EWS-Fli block	S100A4 inh HTS	FN deposition inh
9	0	/	-1	-7
10	2	-12	4	-7
11	-3	/	0	/
12	0	2&2	-8&-2	3&-1
13	0	4	-13	-4
14	1	4	1	4
15	-1	0	-2	/
16	-1	-1	2	-3

# 6 records drawn at random from those above:
nr	smiles	PAX8 reporter	PGC1a acetyl inh	LGR2 inh	PglD inh
12	Cc1onc(-c2ccccc2)c1C(=O)Nc1ccccc1C#N	-7&-20	-7&-1	4&5	2&-3
16	Cc1nn(Cc2ccccc2)c(C)c1/C=N/NC(=O)c1ccccc1O	-11	-7	-11	/
9	O=C1Nc2ccc(Br)cc2/C1=N/N=C/C1=C(N2CCOCC2)C(=C\c2ccccc2)/CC1	18	2	/	0
15	CC1(C)C2CC[C@]1(C)C(=O)N(CCCCN1CCN(c3ccccn3)CC1)C2=O	7	/	-18	3
13	CC(=S)c1c(C)cc2cc(C)ccn12	-15	/	12	/
10	Cc1cccc(C(=O)Nc2ccc(C(=O)N/N=C/c3ccco3)cc2)c1	-6	1	-2	-2

nr	ERAP1 inh	EWS-Fli block	S100A4 inh HTS	FN deposition inh
12	0	2&2	-8&-2	3&-1
16	-1	-1	2	-3
9	0	/	-1	-7
15	-1	0	-2	/
13	0	4	-13	-4
10	2	-12	4	-7

# (next part)
nr	smiles	PAX8 reporter	PGC1a acetyl inh	LGR2 inh	PglD inh
17	O=C(CN(Cc1ccccc1)C(=O)c1cc2c(s1)CCC2)NCc1cccs1	26	-7	/	-2
18	O=C(NCC[C@@H]1CC[C@H](NC(=O)c2ccc3c(c2)OCO3)[C@@H](CO)O1)Nc1ccc(Cl)cc1	-9	2	-25	1
19	C[C@@H]1CN([C@H](C)CO)C(=O)c2cc(NC(=O)Nc3cccc4ccccc34)ccc2O[C@@H](C)CCCCO[C@H]1CN(C)S(=O)(=O)c1ccc(Cl)cc1	14	-23	3	-1
20	COc1ccc(C(C(=O)NCc2ccccc2)n2c(=O)c(-c3ccccc3)nc3ccccc32)cc1 (centres undefined)	29	/	-3	/
21	CCC(=O)N1C(C(=O)O)CSC1c1ccc(OC)cc1 (centres undefined)	0	2	-7	-7
22	Cc1ccc(OCC(=O)NNC(=O)c2ccc(NC(=O)C3CC3)cc2)c(C)c1	20	/	9	-1
23	CC(C)C[C@H]1CNC(=O)C(=O)N1CC1CCN(CC2CCC(C(C)(C)C)CC2)CC1 (some centres undefined)	1	-6	-10	0
24	CN1CCC(N(C)C(=O)c2sc3cc(F)ccc3c2Cl)CC1	-19	4	-4	-2

nr	ERAP1 inh	EWS-Fli block	S100A4 inh HTS	FN deposition inh
17	/	/	/	-7
18	-2	-48	13	0
19	-3	8	-4	-3
20	9	-16	-5	2
21	-1	-1	-3	4
22	2	-5	-4	8
23	/	10	0	-8
24	5	6	-1	17

# Additional compounds.
nr	smiles	PAX8 reporter	PGC1a acetyl inh	LGR2 inh	PglD inh
25	C[C@@H]1CN([C@H](C)CO)C(=O)c2cc(NS(=O)(=O)c3cn(C)cn3)ccc2O[C@@H](C)CCCCO[C@@H]1CN(C)C(=O)NC1CCCCC1	-10	/	-7	-4
26	CCCS(=O)(=O)N1CCCC(C(=O)NCCc2cccc(C)c2)C1 (centres undefined)	16	/	-7	-4
27	C[C@H](CO)N1C[C@H](C)[C@H](CN(C)Cc2ccncc2)Oc2c(NC(=O)Nc3cccc4ccccc34)cccc2C1=O	28	39	-20	2
28	CCOC(=O)COc1ccc(C2CC(C)=NN2c2ccccc2)cc1 (centres undefined)	3	-2	-4	11
29	COc1ccccc1C(C)NC(=O)c1ccc(S(=O)(=O)NCc2ccco2)cc1 (centres undefined)	28	/	/	-1
30	COc1ccc(C(=O)C2CCCN(C(=O)c3cccnc3OC)C2)cc1F (centres undefined)	4	12	22	-3
31	C[C@H](CO)N1C[C@H](C)[C@H](CN(C)C(=O)Nc2ccccc2)OCCCC[C@H](C)Oc2ccc(NC(=O)c3ccccc3)cc2C1=O	-18	-2	28	-2
32	O=C(C1CCC1)N1CC[C@@H]2[C@H](CO)Nc3ccc(Br)cc3[C@@H]21	/	7	1	/

nr	ERAP1 inh	EWS-Fli block	S100A4 inh HTS	FN deposition inh
25	7	-6	12	/
26	-2	-3	6	-3
27	-3	3	7	-5
28	-2	2	7	-1
29	0	-4	-1	2
30	3	-5	1	/
31	1	-2	5	1
32	1	1	17	-5

# (list continues)
nr	smiles	PAX8 reporter	PGC1a acetyl inh	LGR2 inh	PglD inh
33	O=C(COC(=O)/C=C/C(=O)OCC(=O)NC12CC3CC(CC(C3)C1)C2)NC12CC3CC(CC(C3)C1)C2	6	7	-5	1
34	Cc1ccc(OCCNC(=O)[C@H]2O[C@@H](n3cnc4c(N)ncnc43)[C@H](O)[C@@H]2O)cc1C	6	15	3	-7
35	COc1ccc(NC(=O)N(C)C[C@H]2Oc3ccc(NS(=O)(=O)c4ccc(C)cc4)cc3CC(=O)N([C@H](C)CO)C[C@@H]2C)cc1	6	-8	0	/
36	CN(C)CC(=O)N1C[C@H]2[C@@H](c3ccccc31)[C@@H](CO)N2C(=O)c1ccccn1	-8	-3	-11	1
37	O=C(c1ccc(F)cc1)C1CCN(C(=O)NCc2ccccc2)CC1	/	-25	-7	2
38	O=C(CC1NCCc2ccccc21)Nc1ccc(Cl)cc1 (centres undefined)	-108	-1	-8	/
39	CCOC(=O)/C=C1/SCC(=O)N1CC(=O)Nc1ccccc1OC(F)F	-6	8	29	-3
40	O=C1Nc2ccccc2CN2C(=O)c3cc(Cl)ccc3NC(=O)C12 (centres undefined)	14	-1	-21	-4

nr	ERAP1 inh	EWS-Fli block	S100A4 inh HTS	FN deposition inh
33	/	/	/	1
34	-5	5	-1	-1
35	/	-4	/	/
36	1	-3	3	-5
37	-2	-1	1	/
38	3	5	-10	5
39	1	-17	2	-8
40	/	12	0	-1

# Additional structures:
nr	smiles	PAX8 reporter	PGC1a acetyl inh	LGR2 inh	PglD inh
41	COC(=O)Cn1ccnc1[N+](=O)[O-]	-3	/	-7	/
42	CCNC(=O)C1(C)CCN(C(=O)c2ccc(F)cc2Cl)C1 (centres undefined)	-35	-4	2	0
43	C[C@H]1CN([C@@H](C)CO)C(=O)Cc2cc(NC(=O)CCCCCC(=O)Nc3ccccc3N)ccc2O[C@H]1CN(C)C(=O)Nc1cccc2ccccc12	14	4	4	/
44	CN1C(=O)c2cc(NC(=O)c3ccc(F)cc3)ccc2OC[C@@H]2O[C@@H](CC(=O)NCC3CC3)CC[C@@H]21	7	-18	-15	-3
45	COc1cc(C(=O)OCC(=O)Nc2ccc(S(=O)(=O)N3CCCC3)cc2)cc(OC)c1OC	7	-15	7	-1
46	Nc1cc(=O)nc(SCC(=O)N2CCN(c3ccccc3)CC2)n1-c1ccccc1	/	-2	6	-1
47	O=C(c1cccs1)N1CCN(C(=O)C(c2ccccc2)c2ccccc2)CC1	6	9	/	0
48	CCCNC(=O)c1cc2c(c(-c3cccc(-c4cccc(F)c4)c3)n1)[C@@H](CCO)N([S@](=O)C(C)(C)C)C2	13	-4	-5	64

nr	ERAP1 inh	EWS-Fli block	S100A4 inh HTS	FN deposition inh
41	5	-3	-5	-5
42	-2	-9	-3	1
43	/	34	-26	/
44	0	1	6	-26
45	-8	-1	-5	-6
46	-1	/	-2	-7
47	/	/	/	3
48	2	-6	-14	8

# (continued)
nr	smiles	PAX8 reporter	PGC1a acetyl inh	LGR2 inh	PglD inh
49	CCCCNC(=O)C1(C)CCN1C(=O)c1ccc(OC)c(C(F)(F)F)c1 (centres undefined)	6	1	-5	-1
50	CN(C)C(CNC(=O)c1ccc(NS(=O)(=O)c2ccc(F)c(F)c2)cc1)c1ccccc1 (centres undefined)	-9	/	16	-6
51	O=C(COc1ccccc1Cl)NCCC1=CCCCC1	11	-10	-9	0
52	COc1ccc(CN(C)C[C@H]2OCCCC[C@H](C)Oc3ccc(NC(=O)CCC(F)(F)F)cc3C(=O)N([C@H](C)CO)C[C@@H]2C)cc1	-7	3	-3	0
53	COc1ccc(CCNC(=O)C(=O)c2cn(CC(=O)N3CCOCC3)c3ccccc23)cc1OC	-14	-5	6	4
54	Cn1c(NC(=O)/C=C/c2ccco2)cc(=O)n(C)c1=O	8	/	0	/
55	CCOC1=C2[C@H](c3ccc(Cl)cc3)N(S(=O)(=O)c3ccc(C)cc3)C[C@H]2n2c(=O)n(-c3ccccc3)c(=O)n2C1	-6	-1	-12	-4
56	CCCN(Cc1ccccc1)C(=S)Nc1ccc(OCC)cc1	-4	0	-18	-3
57	O=C(NCCCN1CCOCC1)c1cnccn1	-10	/	8	/

nr	ERAP1 inh	EWS-Fli block	S100A4 inh HTS	FN deposition inh
49	8	4	-3	3
50	0	5	-6	0
51	/	/	/	-4
52	2	-11	-13	/
53	3	-7	5	5
54	2	-9	2	5
55	/	-1	0	/
56	0	-22	1	2
57	-2	/	2	-5

# Hits appear at their usual frequency (roughly 2.1% active in at least one column).
